Screening results deposited in PubChem BioAssay by Sanford-Burnham Center for Chemical Genomics.
H9c2 TAG inh = reduces triacylglycerol accumulation in H9c2 cells; Nile Red lipid (TAG) fluorescence; cells loaded with 200 µM oleic acid; inhibition, % at 12.5 µM; 230,000 compounds, 0.66% hits;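 active = pattern-corrected inhibition of lipid staining of at least 50% with the nuclear-stain viability signal not falling by more than 50%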;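 note: 0% = DMSO wells and 100% = triacsin C control wells; some results filed as inactive read as strong as hits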
H9c2 TAG inh DAPI viability = further read-out of H9c2 TAG inh, marked with its call; DAPI nuclei signal change (viability), lower = more cytotoxic, %;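 whole-well DAPI fluorescence read on a plate reader as a viability signal; minus 50 percent equals half of cells still viable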
* hit, by the source's call. A portion of the library (hit frequency here may not be typical).

SMILES	H9c2 TAG inh	H9c2 TAG inh DAPI viability
CC(C)(C)C(=O)Nc1ccc(F)cc1[N+](=O)[O-]	-1	9
COc1ccc(S(=O)(=O)N(C)CC(=O)NC2CCCC2)cc1OC	2	11
CC(=O)NC(=S)Nc1ccc(NC(=O)COc2ccc(Cl)cc2Cl)cc1	24	24
CN(C)CC(=O)Nc1ccc(Oc2ccc(Cl)cc2)cc1	2	14
CCOC(=O)C1=CN(Cc2ccco2)S(=O)(=O)NC1c1ccc(C(F)(F)F)cc1 (configuration not stated)	-18	4
COc1ccccc1NC(=O)NCC(=O)Nc1ccc(F)c(F)c1	21	-8
CCC1Nc2ncnc(N3CCCCC3)c2N(Cc2ccccc2)C1=O (configuration not stated)	-21	1
Cc1ccc(CN(c2ccc(C(=O)NCC3CCCO3)cc2)S(C)(=O)=O)cc1 (configuration not stated)	1	7
Cc1cc(NC(=O)c2ccc(Cl)cc2Cl)n(CCC#N)n1	-2	-14
CCC(Sc1nc2ccccc2c(=O)[nH]1)C(=O)O (configuration not stated)	5	3
CCS(=O)(=O)c1nc(S(=O)(=O)c2ccc(C)cc2)c(N2CCCCCC2)s1	4	-8
CC1(C(=O)O)CCCN(C(=O)c2ccc(OC(F)F)cc2)C1 (configuration not stated)	-1	-4
Oc1c(C(c2ccccc2Cl)N2CCCC2)ccc2cccnc12 (configuration not stated)	62*	-25*
O=C(CSc1ncn[nH]1)N1CCN(c2nnc(-c3ccccc3)c3ccccc23)CC1	-38	14
O=C(CN1CCCC1)Nc1ccc(NC(=O)Nc2ccccc2)cc1	6	19
COc1ccc(OC)c(C2CC(c3ccccc3)=NN2C(=S)Nc2ccccc2)c1 (configuration not stated)	52*	-41*
CC(OC(=O)COc1ccccc1)C(=O)NC1CCCC1 (configuration not stated)	15	-5
COc1ccc(-n2c(SCC(=O)N3CCOCC3)nc(O)cc2=O)cc1	10	3
CCCCCCn1cc(C(=O)O)c(=O)c2ccccc21	4	-12
COc1ccc(NC(=O)CC2C(=O)N(Cc3cccs3)C(=S)N2C(C)C)cc1 (configuration not stated)	-1	-7
CCN1CCN(c2ccc(NC(=O)Cc3ccccc3)cc2)CC1	-5	12
COc1c(S(=O)(=O)NCCCN2CCOCC2)ccc(Cl)c1Cl	-4	0
O=C(CCC(=O)N1CCOc2ccccc21)NCCc1ccccc1	1	-10
Cc1nc(SCC(=O)Nc2c(C)nn(C)c2C)c2cnn(-c3ccccc3)c2n1	-5	8
Cn1c(N)c(C(=O)COC(=O)Cc2cccs2)c(=O)n(C)c1=O	6	0
CCC(C)OC(=O)C1=C(C)OC23OC(N)=C(C#N)C12C(=O)c1ccccc13 (configuration not stated)	-14	9
CCCCN(C=O)c1c(CC)nc2ccc(C(=O)NCCc3ccccn3)cn12	12	-7
CC(NS(=O)(=O)c1ccc(F)cc1)C(=O)Nc1ccc2c(c1)OCCO2 (configuration not stated)	-9	0
COc1ccc(NC(=O)Nc2cccc(NC(C)=O)c2)c(OC)c1	6	5
COc1ccc(-c2nnc(SCC(=O)Nc3nc4ccccc4s3)n2C)cc1	-12	6

Reformatted in markdown: part of the list above
| SMILES | H9c2 TAG inh | H9c2 TAG inh DAPI viability |
| --- | --- | --- |
| COc1ccc(-n2c(SCC(=O)N3CCOCC3)nc(O)cc2=O)cc1 | 10 | 3 |
| CCCCCCn1cc(C(=O)O)c(=O)c2ccccc21 | 4 | -12 |
| COc1ccc(NC(=O)CC2C(=O)N(Cc3cccs3)C(=S)N2C(C)C)cc1 (configuration not stated) | -1 | -7 |
| CCN1CCN(c2ccc(NC(=O)Cc3ccccc3)cc2)CC1 | -5 | 12 |
| COc1c(S(=O)(=O)NCCCN2CCOCC2)ccc(Cl)c1Cl | -4 | 0 |

Following part.
SMILES	H9c2 TAG inh	H9c2 TAG inh DAPI viability
N#CC1=C(SCC(N)=O)NC(=O)CC1c1ccccc1Cl (configuration not stated)	0	15
COc1ccc(C(=O)NC(=S)Nc2ccc(CN3CCOCC3)cc2)cc1	8	-4
CCOc1ccc(NC(=O)COc2ccccc2)c([N+](=O)[O-])c1	-17	3
COc1ccc(S(=O)(=O)NCCC(=O)OCC(=O)NC2CC2)cc1	3	2
Cc1cccc(CNc2ncnc3ccc(-c4ccccc4Cl)cc23)c1	0	-4
Cc1ccc(C(=O)C2=C(O)C(=O)N(Cc3cccnc3)C2c2ccc(OC(C)C)cc2)o1 (configuration not stated)	-9	-5
COCCCN(C(=O)CCSc1ccc(F)cc1)c1c(N)n(Cc2ccccc2)c(=O)[nH]c1=O	4	-2
Cc1nnc(SCC(=O)Nc2cc(S(=O)(=O)N3CCOCC3)ccc2N2CCCC2)s1	7	-1
C=CCn1c(Cc2nc3ccc(Cl)cc3[nH]2)n[nH]c1=S	-9	5
CSc1nc(-c2ccco2)nn1C(=O)Cc1ccccc1	-3	7
CCOc1ccc(S(=O)(=O)Nc2cc(Cl)ccc2O)cc1	-4	-5
S=c1[nH]nc(/C=C/c2ccccc2)o1	-11	9
O=C(Oc1cccc2ccccc12)c1cc(Cl)nc2ccccc12	-2	1
Cc1cc(C)n2nc(CC#N)c(C#N)c2n1	3	-5
Cn1nccc1C(=O)N1CCN(c2ncccn2)CC1	-21	-5
COc1ccc(Cl)cc1NC(=O)CN(C)C(=O)CCCc1c[nH]c2ccccc12	14	-4
COC(=O)c1sc(NC(=O)c2c(OC)cccc2OC)c(C#N)c1C	13	-8
CCOc1ccc(NS(=O)(=O)CC23CCC(CC2=O)C3(C)C)cc1 (configuration not stated)	-3	3
COc1ccc(-c2noc(-c3ccoc3C)n2)cc1	8	1
Cc1cc2[nH]c(=O)c(=O)[nH]c2cc1S(=O)(=O)NC1CCCCC1C (configuration not stated)	8	8
COC(=O)C1=C(C)NC(C)=C(C(=O)OC)C1C(=O)OCC(=O)NC1CCCCC1C (configuration not stated)	-9	1
CCOC(=O)CCCCCC(=O)Nc1ccc2c(c1)CC(=O)N([C@@H](C)CO)C[C@H](C)[C@@H](CN(C)C(=O)Nc1ccc3c(c1)OCO3)O2	11	-2
O=C(COC(=O)c1c[nH]c2ccccc12)Nc1ccc([N+](=O)[O-])cc1	-5	-11
CCc1nc2c(OCc3ccc(Cl)cc3Cl)cccn2c1N(C)C(C)=O	-7	7
O=C(NCCN1CCOCC1)c1c(Cl)cccc1Cl	-20	2
Cc1nn2c3ccccc3n(C)c2nc1=O	-5	1
CC(C)=CCN1CCN(Cc2cccn2-c2nccs2)CC1CCO (configuration not stated)	-6	6
COc1ccc(NS(=O)(=O)c2cccc(C(=O)NN=Cc3ccc(OC)c(O)c3)c2)cc1	-4	0
c1ccc2c(C3CCO3)cccc2c1 (configuration not stated)	8	1
CC(NC(=O)c1ccc(N(C)C)c([N+](=O)[O-])c1)c1ccc(-n2ccnc2)cc1 (configuration not stated)	-36	-10
COc1ccccc1C(=O)NC1CC2CCCC(C1)N2Cc1ccccc1 (configuration not stated)	-19	8
CCOC(=O)c1sc(NC(=O)c2sccc2C)cc1C	51*	-8.1*
CC1CCN(C(=O)c2ccccc2NC(=O)Nc2ccccc2)CC1	-1	0
COC(=O)c1ccccc1NC(=O)COC(=O)/C=C/c1ccco1	-7	8
COc1cc(OC)cc(C(=O)OCC(=O)NCc2ccco2)c1	-4	-4
COc1cc2c3nnc(-c4ccc(F)cc4)c-3cn(Cc3cccc(C)c3)c2cc1OC	-160	82
CCOn1c(=O)c(-c2cccc3ccccc23)[n+]([O-])c2ccccc21	23	-18
Cc1nn(C)c(Oc2ccccc2)c1CCNS(=O)(=O)c1ccc(Cl)cc1	18	-13
Cc1cccc(N(C(=O)c2csnn2)C(C(=O)NC(C)(C)C)c2cccnc2)c1 (configuration not stated)	9	-7
CCc1cccc(NC(=O)CCS(=O)(=O)c2cc3c(cc2C)NC(=O)CO3)c1	-1	0
Nc1c(C(=O)CSc2ccccn2)c(=O)[nH]c(=O)n1C1CC1	-6	3
CC(=O)NS(=O)(=O)c1ccc(N2C(=O)c3ccccc3C2=O)cc1	-11	3
Clc1cccc(CN2CCSCC2)c1Cl	-11	6
Nc1ccc2nc(SCC(=O)N3CCN(c4ccccc4)CC3)sc2c1	-17	-4
Cc1cccc(C)c1OCC(=O)Nc1ccc2c(c1)C(=O)NC2=O	9	5
CCOc1ccccc1N(CC(=O)O)S(=O)(=O)c1ccc(C)cc1	-13	5
O=C(COc1ccc2cc(Br)ccc2c1)N1CCCC1	-1	1
CN(C)CCCN(C(=O)c1ccc(S(=O)(=O)N2CCc3ccccc3C2)cc1)c1nc2ccc(F)cc2s1	57*	-33*
Cc1cc(NC(=O)c2ccc(Cl)cc2Cl)n(-c2ccccc2)n1	-26	4
Cc1cccc(-n2c(=S)[nH]c3c(oc4ccccc43)c2=O)c1	15	-4
Cc1cc(C(=O)N/N=C/c2cccnc2)cs1	-4	5
Cc1cccc(OC(=O)c2sc3ncn(C)c(=O)c3c2C)c1	10	-6
CC(N)c1csc(Nc2ccc(C(=O)c3ccccc3)cc2)n1 (configuration not stated)	12	1
O=C(Nc1ccccc1-c1nnn(CC(=O)N2CCc3ccccc3C2)n1)C1CCC1	-8	4
O=C(CNCCC1=CCCCC1)Nc1ccccc1N1CCCCCC1	-55	7
COc1ccc(C(=O)NC(=O)COC(=O)CCS(=O)(=O)c2ccc(C)cc2)cc1	-7	2
CC[C@@H](C)[C@@H]1CN([C@@H](CN2CCC[C@H]2CN2C(N)=NC[C@H]2C(C)C)C(C)C)C(=N)N1CCCC1CCCC1	-11	42
COC(=O)CSc1nc(N)nc(C)c1Br	9	-5
O=C1NC(Cc2ccc(O)cc2)c2nc3ccc(F)cc3c(=O)n2-c2cc(Cl)ccc21 (configuration not stated)	-6	5
CCCN1CCC(=O)N([C@H](COc2ccccc2)CC(C)C)CC1	-11	6

Reprinted from the part before: 4 entries, followed by the next part.
SMILES	H9c2 TAG inh	H9c2 TAG inh DAPI viability
CC[C@@H](C)[C@@H]1CN([C@@H](CN2CCC[C@H]2CN2C(N)=NC[C@H]2C(C)C)C(C)C)C(=N)N1CCCC1CCCC1	-11	42
COC(=O)CSc1nc(N)nc(C)c1Br	9	-5
O=C1NC(Cc2ccc(O)cc2)c2nc3ccc(F)cc3c(=O)n2-c2cc(Cl)ccc21 (configuration not stated)	-6	5
CCCN1CCC(=O)N([C@H](COc2ccccc2)CC(C)C)CC1	-11	6
C/C(=N/NC(=O)CCc1ccccc1)c1ccc2c(c1)OCO2	2	5
Cc1ccccc1-c1nc(CN2CCCC2c2ccc(F)cc2)c(C)o1 (configuration not stated)	-13	6
Cc1cc(C(=O)CN2C(=O)C(=O)N(Cc3ccccc3)C2=O)c(C)n1-c1ccc2c(c1)OCCO2	10	-6
COc1cccc(COC(=O)CCNC(=O)c2ccc(Br)cc2)c1OC	0	-1
CCN1C(=O)/C(=C/N2CC(C)CC(C)C2)SC1=S (configuration not stated)	2	5
COc1ccc(S(=O)(=O)N2CCOCC2)cc1C(=O)Nc1ccon1	-12	2
CN(C)CCCN(Cc1ccccc1)C(=S)Nc1ccc(F)c(Cl)c1	17	7
CCN(CC)S(=O)(=O)N1CCC(C(=O)NCCC2=CCCCC2)CC1	-5	6
Cc1noc(C)c1NC(=O)Nc1ccc2c(c1)C(=O)N([C@H](C)CO)C[C@H](C)[C@H](CN(C)C(=O)NC1CCCCC1)OCCCC[C@@H](C)O2	-3	9
Nc1ncnc(Nc2ccccn2)c1[N+](=O)[O-]	-7	11
CSc1ncccc1-c1nc2ccccc2[nH]1	-11	0
O=C(c1ccc(-c2cccc(C(F)(F)F)c2)o1)N1CCN(c2ccccc2)CC1	-10	12
NS(=O)(=O)c1ccc(NNC(=O)c2ccccc2C(=O)O)cc1	4	-10
Cc1nc(/N=C\N(C)C)sc1C(=O)Nc1ccccc1	4	4
O=C(NCc1ccccc1C(F)(F)F)c1cccc2c1C(=O)c1ccc(N3CCOCC3)cc1S2(=O)=O	-35	6

Profiles, quoted from the list:
Results for Cc1cc(C(=O)N/N=C/c2cccnc2)cs1 = H9c2 TAG inh = -4; H9c2 TAG inh DAPI viability = 5
Results for CCOC(=O)C1=CN(Cc2ccco2)S(=O)(=O)NC1c1ccc(C(F)(F)F)cc1 (configuration not stated) = H9c2 TAG inh = -18; H9c2 TAG inh DAPI viability = 4

New compounds follow:
SMILES	H9c2 TAG inh	H9c2 TAG inh DAPI viability
O=[N+]([O-])c1cccc(NC(=S)N2CCc3ccccc3C2)c1	2	-5
COc1ccccc1N1CCN(C(=O)c2cc(-c3ccco3)on2)CC1	6	-12
CCC(=O)N1CCc2cc(S(=O)(=O)CCC(=O)Nc3ccc(CC)cc3)ccc21	-38	2
COc1ccccc1NC(=O)CSc1nc(=O)n(CCN(C)C)c2c1CCCC2	1	-3
CCCCn1c(N)c(N(CCOC)C(=O)c2cccc(N3C(=O)c4ccccc4C3=O)c2)c(=O)[nH]c1=O	5	-6
CC(C)C(O)(C#CCN1CCCCC1)C(C)C	-3	6
CC(C(=O)N(C)C)N1c2cccc3cccc(c23)S1(=O)=O (configuration not stated)	-12	4
O=C(N/N=C/c1cccc([N+](=O)[O-])c1)c1ccccc1-n1cccc1	-11	3
Nc1nnn(CC(=O)N/N=C/c2cn[nH]c2-c2ccccc2)n1	10	0
Cc1c(Cl)cccc1N1CC(C)(C)C1=O	-10	12
CCN1C(=O)[C@H]2[C@@H](c3ccc(-c4ccccc4)cc3)N[C@@](Cc3ccccc3)(C(=O)OC)[C@H]2C1=O	11	-5
CC(=O)NC(c1ccc(F)c(F)c1)c1nc(-c2cccs2)cs1 (configuration not stated)	8	0
COCCn1cnc2c1c(=O)n(CC(=O)Nc1cc(C)on1)c(=O)n2Cc1ccccc1	-13	2
CC1(C(=O)O)CCC(C(=O)NNC(=O)c2ccccc2Cl)C1(C)C (configuration not stated)	0	-2
COCCNC(=O)C1CCCN(C(=O)c2ccc3ccccc3n2)CC1 (configuration not stated)	7	-6
CC(C)NCCCOc1ccc(Cl)cc1Br	9	3
